TbMetRS inhib: blocks T. brucei methionyl-tRNA synthetase activity; AID 624268; purified T. brucei MetRS, ATP depletion, Kinase-Glo luminescence; inhibition, % at 11.9 µM; hit rate 0.4% among 360,000;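 active = inhibition above a per-plate cutoff of the control wells' mean inhibition plus 3 SD, cut at about 5.5% in these data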;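 note: 0% = DMSO wells median and 100% = median of wells with control inhibitor compound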
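Material: T. brucei methionyl-tRNA synthetase, purified; reagent: substrates ATP, L-methionine and bulk Escherichia coli tRNA; dosing: 11.9 µM single point; timing: 15 min plus 2 h at 25 °C; detection: luminescence of leftover ATP; evaluation: % inhibition; control set: DMSO-only wells as low control; replicates: singlicate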
eLon inh: inhibits E. coli Lon protease. purified E. coli Lon protease, fluorescence polarization. inhibition, % at 7.94 µM. hit rate 0.42% among 360,000. AID 602123; in the data active = inhibition above about 13%, passing the limit was not always enough;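 note: 0% = enzyme with probe and DMSO and 100% = no enzyme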
Target sequence (P0A9M0 whole entry, looked up): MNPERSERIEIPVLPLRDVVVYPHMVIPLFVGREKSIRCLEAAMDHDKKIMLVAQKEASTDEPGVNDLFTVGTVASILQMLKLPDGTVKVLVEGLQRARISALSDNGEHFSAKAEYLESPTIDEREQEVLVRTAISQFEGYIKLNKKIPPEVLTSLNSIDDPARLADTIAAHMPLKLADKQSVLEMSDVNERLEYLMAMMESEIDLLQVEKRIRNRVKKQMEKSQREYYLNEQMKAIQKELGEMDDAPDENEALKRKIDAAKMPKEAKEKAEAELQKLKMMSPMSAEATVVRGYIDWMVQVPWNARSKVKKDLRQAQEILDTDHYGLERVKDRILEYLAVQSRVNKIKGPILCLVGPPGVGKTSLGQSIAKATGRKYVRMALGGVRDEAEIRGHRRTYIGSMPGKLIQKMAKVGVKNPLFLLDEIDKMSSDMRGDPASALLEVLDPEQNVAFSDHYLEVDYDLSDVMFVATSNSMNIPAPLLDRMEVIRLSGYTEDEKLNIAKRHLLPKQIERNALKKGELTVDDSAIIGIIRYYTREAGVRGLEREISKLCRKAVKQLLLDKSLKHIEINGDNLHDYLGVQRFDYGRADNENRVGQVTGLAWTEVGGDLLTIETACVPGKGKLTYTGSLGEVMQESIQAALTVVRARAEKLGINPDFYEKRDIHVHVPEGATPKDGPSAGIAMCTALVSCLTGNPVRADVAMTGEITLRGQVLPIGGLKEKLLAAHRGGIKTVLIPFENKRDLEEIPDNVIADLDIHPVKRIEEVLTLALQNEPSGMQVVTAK
PABP1 MLLE inh: blocks PAM2 peptide binding to the PABP1 MLLE domain. P11940. GST-MLLE / FITC-PAM2 fluorescence polarization. inhibition, % at 20 µM. hit rate 0.36% among 360,000. AID 588489; in the data active = inhibition above about 35%, passing the limit was not always enough;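 note: plate controls were DMSO wells with GST-MLLE for no effect and wells lacking GST-MLLE protein for full effect; some results filed as inactive read as strong as hits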
MsrA inh: bovine MsrA inhibition; hit rate 0.75% among 360,000; inhibition, % at 15.5 µM; AID 651718; purified bovine MsrA, absorbance read-out; in the data active = inhibition above about 4.5%;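 note: 0% = vehicle wells with enzyme and 100% = reference inhibitor wells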
FAS-TE inh: FAS thioesterase (human) inhibition. P49327. recombinant FAS-TE, OMFH fluorogenic substrate, fluorescence endpoint. inhibition, % at 15 µM. hit rate 0.67% among 360,000. AID 602261;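 active = compounds whose normalised, plate-corrected inhibition of enzyme fluorescence in the single-dose primary screen is 50% or more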;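 note: 0% = DMSO with enzyme and 100% = substrate without enzyme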
Rin1 Abl inh: blocks binding of human Rin1 to Abl | hit rate 0.4% among 360,000 | TR-FRET Rin1/Abl binding, biochemical | AID 588664 | inhibition, % at 7.35 µM; in the data active = inhibition above about 5%, passing the limit was not always enough
CSN inh: CSN deneddylation inhibition. inhibition, % at 12.5 µM. Purified CSN, SCF-Nedd8-OG deneddylation, fluorescence polarization. Q92905. hit rate 0.38% among 360,000;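 active = pattern-corrected inhibition above about 35%, with an unprinted fluorescence ratio check between 0.5 and 1.5, limit read from the data, passing the limit was not always enough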;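 note: 0% = enzyme with substrate and 100% = substrate without enzyme; some results filed as inactive read as strong as hits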
Target sequence (Q92905 whole entry, looked up, one chain of several): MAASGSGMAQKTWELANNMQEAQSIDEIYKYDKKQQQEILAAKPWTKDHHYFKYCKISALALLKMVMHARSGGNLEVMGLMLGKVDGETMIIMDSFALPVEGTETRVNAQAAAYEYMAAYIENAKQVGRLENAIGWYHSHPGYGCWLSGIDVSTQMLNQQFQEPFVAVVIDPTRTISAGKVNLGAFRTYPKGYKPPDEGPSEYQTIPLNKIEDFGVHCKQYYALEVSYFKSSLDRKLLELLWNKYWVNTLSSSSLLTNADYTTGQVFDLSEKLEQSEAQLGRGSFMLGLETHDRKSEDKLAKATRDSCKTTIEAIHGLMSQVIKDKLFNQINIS
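Assay system: purified human Csn5 enzyme expressed in HEK293T cells; Input: 0.24 nM Csn5 enzyme, final concentration; Reagent: 10 nM SCFSkp2-Nedd8OG; Compound dosing: 12.5 µM single point; Times: reaction 90 min, room temperature; Technique: fluorescence polarization readout.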
Neddyl block: cullin neddylation inhibition | P61081+Q13564 | hit rate 0.58% among 360,000 | calls only at 25 µM | TR-FRET cullin neddylation, biochemical; in the data active = inhibition above about 36%
bovine MsrA act: activates bovine MsrA enzyme; hit rate 0.3% among 360,000; activation, % at 10.6 µM; purified bovine MsrA, absorbance read-out; AID 602163; in the data active = activation above about 7.5%;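 note: 0% = vehicle and 100% = reference activator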
Numbers without * were called inactive; i = inactive; · = not tested or not shown.

Screens by letter – A = TbMetRS inhib; B = eLon inh; C = PABP1 MLLE inh; D = MsrA inh; E = FAS-TE inh; F = Rin1 Abl inh; G = CSN inh; H = Neddyl block; I = bovine MsrA act
1	O=c1c2sccc2nc(SCc2ccc([N+](=O)[O-])cc2)n1Cc1ccccn1
  A: 0.1	B: -2	C: 23	D: 0.6	E: 45	F: -6	G: 4	H: i	I: 0
2	O=C(NCC1CCCO1)Nc1cc(Cl)cc(Cl)c1 (configuration not stated)
  A: 0.6	B: -5	C: -1	D: 0.6	E: -5	F: 2	G: -1	H: i	I: -10
3	O=C(NCCOc1ccccc1F)Nc1ccc(Br)cc1
  A: 2.7	B: 1	C: -1	D: 0.3	E: 16	F: -1	G: -3	H: i	I: -2
4	Cc1cccc2cc(=O)[nH]c(C)c12
  A: -0.3	B: 5	C: -86	D: 0.6	E: -8	F: 1	G: 4	H: i	I: 0
5	CCCN(Cc1nnc(-c2ccccc2Cl)o1)C(=O)c1ccc(C)c(S(=O)(=O)N2CCOCC2)c1
  A: -0.5	B: 5	C: -10	D: -0.8	E: 4	F: -1	G: 1	H: i	I: -4
6	Brc1cc(-c2ccccc2)nc(-c2ccccc2)n1
  A: 0.3	B: -11	C: 5	D: -0.1	E: 26	F: 2	G: 1	H: i	I: -3
7	O=C(COC(=O)Cc1cccc(F)c1)NCCc1ccccc1
  A: -0.5	B: 2	C: 7	D: 0.2	E: -6	F: 5	G: -4	H: i	I: 0
8	COc1ccccc1NC(=O)N(Cc1ccc2c(c1)OCO2)Cc1nc2ccccc2c(=O)[nH]1
  A: 0.9	B: 6	C: 8	D: -0.2	E: 5	F: 0	G: 4	H: i	I: -3
9	COc1cccc(CN(C)CCCn2cnc3c(OC)ncnc32)c1
  A: -1.1	B: -4	C: 7	D: -0.2	E: -6	F: -2	G: -1	H: i	I: 1
10	Cc1ccc(SCc2nc(-c3cccnc3)no2)cc1
  A: -0.4	B: 7	C: 19	D: 0.0	E: 4	F: -2	G: -6	H: i	I: -3
11	CNC(=S)N/N=C(\C)c1ccc(C)c(C)c1
  A: -1.0	B: -6	C: 4	D: 2.7	E: -8	F: 1	G: 4	H: i	I: -11
12	CCOC(=O)C1(CCCc2ccccc2)CCN(C(=O)C2CCCO2)CC1 (configuration not stated)
  A: -0.3	B: 3	C: 4	D: 1.2	E: -1	F: 0	G: 0	H: i	I: -1
13	O=C(Cn1c(=O)oc2ccccc21)NCc1ccco1
  A: -1.2	B: -5	C: 19	D: 0.6	E: -12	F: 0	G: -4	H: i	I: -6
14	Cc1ccc(S(=O)(=O)N(C(=O)c2ccncc2)c2ccc(OC(=O)c3ccncc3)cc2)cc1
  A: 1.1	B: -6	C: 4	D: -0.3	E: 14	F: -3	G: -13	H: i	I: -8
15	Cc1c(NC(=S)N2CCN(c3cccc(Cl)c3)CC2)c(=O)n(-c2ccccc2)n1C
  A: -0.2	B: 0	C: -48	D: -0.5	E: 1	F: 5	G: -2	H: i	I: -3
16	Cc1ccc(Cl)cc1NC(=O)c1cc(NC(=O)C2CCCCC2C(=O)O)ccc1N1CCOCC1 (configuration not stated)
  A: -0.1	B: -4	C: 2	D: -1.1	E: -5	F: -1	G: 0	H: i	I: -3
17	CCCn1c(N)cc(=O)n(C)c1=O
  A: 0.3	B: 4	C: 1	D: 3.5	E: 2	F: 0	G: -11	H: i	I: -4
18	CCNC(=O)C1CCCN1C(=O)C(CCCN=C(N)N)NC(=O)C(CC(C)C)NC(=O)C(Cc1cn(Cc2ccccc2)cn1)NC(=O)C(Cc1ccc(O)cc1)NC(=O)C(CO)NC(=O)C(Cc1c[nH]c2ccccc12)NC(=O)C(Cc1cnc[nH]1)NC(=O)C1CCC(=O)N1 (configuration not stated)
  A: -2.0	B: 3	C: 16	D: ·	E: -11	F: -7	G: 0	H: i	I: -7
19	CC(C)CC(NC(=O)C1CCC(C)CC1)C(=O)NCc1ccco1 (configuration not stated)
  A: 0.2	B: -3	C: -8	D: 0.8	E: 2	F: 1	G: -6	H: i	I: -4
20	CCOC(=O)Cc1csc(NC(=O)Cc2ccccc2)n1
  A: -0.9	B: -3	C: -9	D: 0.6	E: 1	F: 0	G: 6	H: i	I: -7
21	CCCCn1nnnc1SCC(=O)NC1CCCCC1
  A: -0.1	B: 1	C: -2	D: 0.9	E: -9	F: 4	G: 5	H: i	I: -4
22	O=C(COC(=O)/C=C/c1ccc(Cl)cc1Cl)Nc1ccc2c(c1)OCCO2
  A: -0.5	B: 1	C: -19	D: 0.0	E: 6	F: 2	G: 1	H: i	I: -4
23	N#Cc1ccc(C(=O)CSc2n[nH]c(=O)n2-c2cccnc2)cc1
  A: -1.4	B: 5	C: -5	D: 1.0	E: -6	F: 3	G: -2	H: i	I: -12
24	Clc1ccc(COc2ccccn2)c(Cl)c1
  A: -0.9	B: 3	C: 3	D: -0.6	E: -7	F: 0	G: 2	H: i	I: -10
25	COc1ccc(C(=O)N/N=C/c2ccc(OC)c(COc3c(F)c(F)cc(F)c3F)c2)cc1
  A: 0.3	B: -11	C: 6	D: 1.9	E: 16	F: 1	G: 8	H: i	I: -3

Next records follow.
Screens by letter – A = TbMetRS inhib; B = eLon inh; C = PABP1 MLLE inh; D = MsrA inh; E = FAS-TE inh; F = Rin1 Abl inh; G = CSN inh; H = Neddyl block; I = bovine MsrA act
26	O=c1[nH]c2ccccc2nc1-c1cccs1
  A: -1.2	B: -6	C: -10	D: 1.8	E: -7	F: -1	G: 3	H: ·	I: -7
27	CC(C)(C)c1ccc(C(=O)Nc2cccc(C(=O)N3CCOCC3)c2)cc1
  A: -0.5	B: 5	C: 10	D: -0.9	E: -1	F: 0	G: 6	H: i	I: -5
28	CCCOc1ccccc1Cn1c(=O)oc2ccccc21
  A: 1.3	B: 1	C: -12	D: 1.8	E: 22	F: 2	G: 2	H: i	I: -2
29	CN(CC(=O)Nc1ccccc1-c1ccccc1)Cc1ccccc1Cl
  A: -1.1	B: -8	C: -7	D: -0.6	E: 22	F: -3	G: 1	H: i	I: -4
30	Cc1cccc(Cn2cnc3c(sc4nc(C)cc(C)c43)c2=O)c1
  A: -0.1	B: -4	C: -4	D: 0.1	E: 27	F: 3	G: -2	H: i	I: -1
31	COc1ccc(NC(=O)c2sc3nc(C)cc(C)c3c2N)c(OC)c1
  A: 0.1	B: -11	C: 4	D: -0.5	E: -2	F: -1	G: 1	H: ·	I: 0
32	COc1ccc(NS(=O)(=O)c2cc3c(cc2C)N(C(C)=O)CCO3)cc1OC
  A: -0.4	B: 0	C: 4	D: 0.1	E: -2	F: 1	G: -2	H: i	I: 3
33	Brc1ccc(OCc2ccccc2)c(CNCc2ccncc2)c1
  A: 0.3	B: -3	C: 10	D: 0.1	E: 7	F: 8	G: -1	H: i	I: -3
34	CC(=O)OCC1=C(C(=O)O)N2C(=O)C(NC(=O)c3ccc(F)cc3)C2SC1 (configuration not stated)
  A: 0.1	B: 6	C: 23	D: -0.3	E: -10	F: 4	G: -2	H: i	I: -10
35	Cc1c(C(=O)Nc2ccc(OCc3ccccc3)cc2)cccc1[N+](=O)[O-]
  A: -0.2	B: 7	C: -5	D: -0.1	E: -3	F: 2	G: 3	H: i	I: 0
36	O=C(OCc1nc2ccccc2s1)[C@@H]1CCCN1S(=O)(=O)c1ccccc1F
  A: -1.0	B: 3	C: 5	D: -1.5	E: 2	F: 3	G: 1	H: i	I: -4
37	Cc1ccc(NC(=O)CC2SCCNC2=O)cc1Cl (configuration not stated)
  A: 0.3	B: -3	C: -5	D: 0.1	E: -3	F: 4	G: 1	H: i	I: -4
38	Cc1cccc(N=C(N2CCOCC2)P(=O)(N2CCOCC2)N2CCOCC2)c1
  A: -0.3	B: -3	C: -9	D: 0.1	E: -10	F: 3	G: -3	H: i	I: -2
39	COc1ccccc1NC(=O)Nc1ccc(N2CCOCC2)cc1
  A: -0.7	B: -7	C: 12	D: 0.5	E: -3	F: 2	G: 5	H: i	I: 1
40	O=C(NNC(=O)c1ccccc1F)c1ccc2nc[nH]c2c1
  A: -0.4	B: -1	C: -11	D: -0.5	E: -7	F: -1	G: -2	H: i	I: -3
41	CC(=O)Nc1ccc(C(=O)N2CCCCC2c2cc(C(=O)NCc3cccnc3)no2)cc1 (configuration not stated)
  A: -0.2	B: 15	C: 21	D: -0.1	E: 0	F: -3	G: -2	H: i	I: 0
42	COc1cc(C(O)c2nc(-c3ccccc3)cs2)ccc1F (configuration not stated)
  A: -0.2	B: -9	C: -8	D: 0.4	E: 4	F: 2	G: 1	H: i	I: 0
43	O=C1CCCC[C@@H](O)[C@H](O)C[C@H](c2ccccc2)O1
  A: -0.5	B: -4	C: ·	D: 0.1	E: -11	F: ·	G: -3	H: i	I: -1
44	COc1cc2c(cc1OC)CN(C(=O)C1CCC(=O)N(CCCN3CCOCC3)C1)CC2 (configuration not stated)
  A: -0.3	B: -10	C: -5	D: 0.9	E: 1	F: 4	G: -6	H: i	I: -7
45	Cn1c(Cc2ccc(Cl)cc2)nnc1SCC(=O)NC1CC1
  A: -0.1	B: -4	C: -9	D: -0.5	E: -6	F: -1	G: 4	H: i	I: -4
46	CCOc1ccccc1NC(=O)C1CCN(C(=O)Cc2ccccc2)CC1
  A: -0.4	B: -5	C: 3	D: -1.2	E: -5	F: -1	G: 4	H: i	I: -3
47	CCn1c(Cc2ccccc2)nnc1SCC(=O)N1CCCC1=O
  A: 0.0	B: 0	C: -12	D: 0.3	E: -2	F: -4	G: 4	H: i	I: -3
48	CN(C)c1ccc(/C=N/N(CCC(=O)NC(C)(C)C)C2=NS(=O)(=O)c3ccccc32)cc1
  A: -0.8	B: -9	C: -43	D: -1.5	E: -30	F: 3	G: 27	H: i	I: 0
49	NCCc1nnc(SCC(N)=O)o1
  A: -0.7	B: -8	C: 2	D: 1.0	E: -12	F: 2	G: 5	H: i	I: 0
50	O=S(=O)(c1cccc2cccnc12)N1CCc2ccccc21
  A: 0.4	B: -4	C: -12	D: -0.6	E: 6	F: 0	G: 1	H: i	I: 0

Single values from the results shown:
Result for `Cc1c(C(=O)Nc2ccc(OCc3ccccc3)cc2)cccc1[N+](=O)[O-]` in MsrA inh: -0.1
Result for `Cc1cccc(Cn2cnc3c(sc4nc(C)cc(C)c43)c2=O)c1` in MsrA inh: 0.1

Entries above that have fluorine:
Screens by letter – A = TbMetRS inhib; B = eLon inh; C = PABP1 MLLE inh; D = MsrA inh; E = FAS-TE inh; F = Rin1 Abl inh; G = CSN inh; H = Neddyl block; I = bovine MsrA act
3	O=C(NCCOc1ccccc1F)Nc1ccc(Br)cc1
  A: 2.7	B: 1	C: -1	D: 0.3	E: 16	F: -1	G: -3	H: i	I: -2
7	O=C(COC(=O)Cc1cccc(F)c1)NCCc1ccccc1
  A: -0.5	B: 2	C: 7	D: 0.2	E: -6	F: 5	G: -4	H: i	I: 0
25	COc1ccc(C(=O)N/N=C/c2ccc(OC)c(COc3c(F)c(F)cc(F)c3F)c2)cc1
  A: 0.3	B: -11	C: 6	D: 1.9	E: 16	F: 1	G: 8	H: i	I: -3
34	CC(=O)OCC1=C(C(=O)O)N2C(=O)C(NC(=O)c3ccc(F)cc3)C2SC1 (configuration not stated)
  A: 0.1	B: 6	C: 23	D: -0.3	E: -10	F: 4	G: -2	H: i	I: -10
36	O=C(OCc1nc2ccccc2s1)[C@@H]1CCCN1S(=O)(=O)c1ccccc1F
  A: -1.0	B: 3	C: 5	D: -1.5	E: 2	F: 3	G: 1	H: i	I: -4
40	O=C(NNC(=O)c1ccccc1F)c1ccc2nc[nH]c2c1
  A: -0.4	B: -1	C: -11	D: -0.5	E: -7	F: -1	G: -2	H: i	I: -3
42	COc1cc(C(O)c2nc(-c3ccccc3)cs2)ccc1F (configuration not stated)
  A: -0.2	B: -9	C: -8	D: 0.4	E: 4	F: 2	G: 1	H: i	I: 0

Screens as filed in PubChem.
